APE1 inh – blocks human APE1 abasic DNA cleavage; recombinant APE1, TAMRA/BHQ-2 abasic DNA cleavage fluorescence; Potency, µM (top dose mostly 65.8 µM), without a hit: at the top dose activity change, negative = inhibition, hits mostly inhibitors; 0.35% of 350,000 active; AID 2517;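 note: potency is the fitted concentration of half-maximal effect; plate controls were vehicle for no effect and reference inhibitor for full effect; nearly all actives have a fitted effect of over 55% in size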
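Endonuclease cleavage of a quenched abasic-site DNA duplex (50 nM) by APE1 (0.75 nM) was tracked by TAMRA dequenching. Compounds were preincubated with enzyme 15 min at room temperature; data normalized to buffer-only and DMSO wells plus NSC13755 control.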
Pol kappa inh – blocks human DNA polymerase kappa activity; purified Pol kappa, fluorescent DNA synthesis assay, 10 min; Potency, µM (titrated, usually from 107 µM), for the others: at the highest dose activity, negative = inhibition, hits mostly inhibitors; 0.53% of 400,000 active; AID 588579; note: potency is the fitted concentration of half-maximal effect; % is set by controls: 0 for no effect and ±100 for the full control effect
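10 nM Pol kappa was preincubated with compounds for 15 min at room temperature. Reaction started with 50 nM (final) substrate. Fluorescence read kinetically at 0 and 10 min.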
POLB inh – inhibitors of human DNA polymerase beta; P06746; Pol beta primer extension/strand displacement, fluorescence kinetic; Potency, µM (titrated, usually from 114 µM), for the others: top-dose activity change, negative = inhibition, usual class: inhibitors; 1.3% of 340,000 active; note: potency is the fitted concentration of half-maximal effect; % is set by controls: 0 for no effect and ±100 for the full control effect
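Pol beta (10 nM) was preincubated with compound for 15 min at room temperature. The reaction was then started with 50 nM substrate and read immediately and after a further 10 min at room temperature.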
PGK inhibitor – T. brucei PGK inhibition. Potency, µM (highest dose often 57.5 µM), inactives show top-dose activity change, negative = inhibition, actives largely listed as inhibitors. 0.043% of 380,000 active. P07378. AID 602233. PGK/GAPDH coupled, Kinase-Glo luminescence, 60 min; note: potency is the fitted concentration of half-maximal effect; % is set by controls: 0 for no effect and ±100 for the full control effect; nearly all actives have a fitted effect of over 60% in size
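Luminescent ATP detection (Kinase-Glo Plus) follows a 60-minute room-temperature incubation, with wells lacking PGK as controls. Buffer: 100 mM TEA (pH 7.6), 5 mM MgCl2, 0.01% Tween-20. Coupling enzyme GAPDH (100 nM final) supplies unstable 1,3-BPG in-well.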
Anesthetic bind – binds horse apoferritin like a general anesthetic; apoferritin/1-aminoanthracene competitive binding, fluorescence; 0.074% of 350,000 active; Potency, µM (highest dose often 77.5 µM), for the others: at the top dose activity change, negative = displacement, most hits filed as inhibitors; P02791; note: potency is the fitted concentration of half-maximal effect; % is set by controls: 0 for no effect and ±100 for the full control effect; nearly all actives have a fitted effect of over 20% in size
Target sequence (P02791 2-175 limits assumed): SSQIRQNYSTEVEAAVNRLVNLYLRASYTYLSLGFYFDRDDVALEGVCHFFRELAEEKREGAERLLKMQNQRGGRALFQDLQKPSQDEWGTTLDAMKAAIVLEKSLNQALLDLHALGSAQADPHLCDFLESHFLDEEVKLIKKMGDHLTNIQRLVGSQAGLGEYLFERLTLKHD
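Concentration-response curves derived by four-parameter Hill fitting of normalized fluorescence, where compounds displaced 1-AMA from 10 uM horse apoferritin following a brief 10 min room-temperature incubation; propofol titration acted as positive control.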
POLH inh – inhibitors of human DNA polymerase eta. 1.2% of 390,000 active. AID 588591. recombinant Pol eta, fluorescent DNA replication assay. Q9Y253. Potency, µM (doses to about 114 µM), without a hit: top-dose activity change, negative = inhibition, actives largely listed as inhibitors; note: potency is the fitted concentration of half-maximal effect; % is set by controls: 0 for no effect and ±100 for the full control effect
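Pol eta (10 nM) was preincubated with compounds for 15 min at room temperature, after which fluorescent replication substrate (50 nM final) was added to start the reaction. Fluorescence was read kinetically at 0 and 10 min.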
BLM inh – inhibitors of human Bloom syndrome helicase BLM. 0.2% of 350,000 active. AID 2528. P54132. recombinant BLM DNA unwinding, fluorescence dequenching. Potency, µM (doses to about 56.1 µM), without a hit: at the top dose activity change, negative = inhibition, actives largely listed as inhibitors;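 note: potency is the fitted concentration of half-maximal effect; plate controls were vehicle for no effect and no enzyme for full effect; nearly all actives have a fitted effect of over 35% in size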
RXFP1 antag – RXFP1 (human) relaxin receptor antagonism; 0.59% of 350,000 active; Q9HBX9; activity change, negative = inhibition, % at 57.5 µM; AID 1259400; HEK293-RXFP1, relaxin-stimulated cAMP HTRF, 30 min; stronger effect = lower value;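 active = activity change of -60% or lower, but not beyond a set lower limit; inconclusive = change between -60% and -40%, or beyond the set limit; inactive = change above -40%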; note: % is set by controls: 0 for no effect and ±100 for the full control effect
Target sequence (Q9HBX9 whole entry, looked up): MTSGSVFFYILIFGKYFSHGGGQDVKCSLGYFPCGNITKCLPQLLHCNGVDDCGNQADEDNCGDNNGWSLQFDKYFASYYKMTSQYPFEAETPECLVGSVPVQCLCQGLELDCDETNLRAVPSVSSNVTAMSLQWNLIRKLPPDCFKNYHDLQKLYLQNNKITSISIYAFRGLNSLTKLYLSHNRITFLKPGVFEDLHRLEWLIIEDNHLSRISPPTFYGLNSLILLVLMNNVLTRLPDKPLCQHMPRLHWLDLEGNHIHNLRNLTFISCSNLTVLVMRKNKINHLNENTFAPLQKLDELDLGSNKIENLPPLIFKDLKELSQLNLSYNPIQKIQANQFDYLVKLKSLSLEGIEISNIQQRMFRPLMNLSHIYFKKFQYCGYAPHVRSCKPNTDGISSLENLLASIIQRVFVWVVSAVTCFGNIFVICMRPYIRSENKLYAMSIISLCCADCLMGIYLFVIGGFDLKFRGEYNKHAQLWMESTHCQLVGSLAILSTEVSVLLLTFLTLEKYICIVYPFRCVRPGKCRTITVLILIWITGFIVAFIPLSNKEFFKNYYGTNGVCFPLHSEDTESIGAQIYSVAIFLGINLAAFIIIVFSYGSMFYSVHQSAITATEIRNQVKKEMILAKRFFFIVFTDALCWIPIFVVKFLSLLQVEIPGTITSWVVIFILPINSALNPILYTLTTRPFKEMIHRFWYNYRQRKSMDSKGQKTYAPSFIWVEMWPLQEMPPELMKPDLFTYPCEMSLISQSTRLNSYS
Pol iota inh – DNA polymerase iota (human) inhibition; AID 588590; Pol iota fluorescent replication assay, 10 min; Q9UNA4; 1% of 390,000 active; Potency, µM (titrated, usually from 115 µM), for the others: top-dose activity, negative = inhibition, actives largely listed as inhibitors; note: potency is the fitted concentration of half-maximal effect
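Fluorescent replication assay read twice, at 0 min and 10 min after adding 50 nM (final) substrate. Enzyme (10 nM) and compounds were first incubated 15 min at room temperature; enzyme-free buffer wells were negative controls.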
* hit, by the source's call; i = inactive; ? = inconclusive; · = not tested or not shown; [ ] = remark or other dose. Unless noted, calls come from the whole dose curve; as a rule, active = well fitted curve in the direction sought with a large enough effect; inconclusive = small, poorly fitted or top-dose-only effect, or another doubt; inactive = no such curve, though single readings can be large; an effect the other way counts as inactive or inconclusive. A portion of the library. The share of hits here may be higher or lower than overall.

SMILES	APE1 inh	Pol kappa inh	POLB inh	PGK inhibitor	Anesthetic bind	POLH inh	BLM inh	RXFP1 antag	Pol iota inh
O=C(COC(=O)/C=C/c1ccccc1[N+](=O)[O-])NC1CCS(=O)(=O)C1 (stereo not drawn)	0%	3%	16%	i	-8%	-5%	-4%	6	13%
COc1ccc(OC)c(NC(=O)c2cc(CN3CCCC3)on2)c1	·	-17%	-7%	-1%	3%	-7%	1%	-18	9%
CCOC(=O)c1ccc(CN(Cc2ccc(F)cc2)S(=O)(=O)c2ccc(F)c(C(=O)Nc3c(C)cccc3C)c2)cc1	·	-8%[60.1 µM]	29%	i	6%	-15%	-4%	-7	9%
CCN(C(=O)CSc1nnc(NCCOC)s1)c1c(N)n(Cc2ccccc2)c(=O)[nH]c1=O	·	-4%	·	-1%	·	-6%	·	2	7%
CSc1cccc(NC(=O)CN2C(=O)COc3ccc(S(=O)(=O)N4CCOCC4)cc32)c1	-9%	3%	13%	2%	4%	-21%	-5%	12	32%[activator]
OC1(C#Cc2c(-c3ccsc3)oc3ccc(N4CCOCC4)cc23)CCCCC1	·	-8%	·	-6%	·	-13%	·	·	1%
O=C(O)c1cc(-c2ccccc2)c(N2CCOCC2)s1	1%	8%	4%	0%	-18%	-9%	-1%	-5	-7%
C[C@H](CO)N1C[C@H](C)[C@@H](CN(C)C(=O)Nc2ccc3c(c2)OCO3)Oc2c(NC(=O)Nc3ccc4c(c3)OCO4)cccc2C1=O	8%	-9%	·	4%	·	-17%	·	·	30%
Cc1ccc(SCCCn2cnc3ccccc3c2=O)cc1	1%	-22%	18%	-3%	-21%	2%	-5%	0	7%
COc1cccc(C(=O)C2CCCN(Cc3cccn3-c3cccnc3)C2)c1 (stereo not drawn)	-2%	-17%	5%	-2%	-6%	-13%	0%	12	60%[activator]
Cc1nc(C(F)(F)F)ccc1C(=O)Nc1ccc(C(F)(F)F)cn1	14%	-2%	21%	-8%	-3%	-12%	-3%	-20	37%[activator]
Cc1cccc(/N=C/c2c(O)n(Cc3ccc4c(c3)OCO4)c(=O)c3ccccc23)n1	2%	1%	1%	7%	2%	-26%	-9%	-1	173%[activator]
Cc1cccc(C)c1N1C(=O)[C@@H]2C(c3ccccc3Cl)=NO[C@@H]2C1=O	-6%	-17%	18%	6%	?	-4%	-3%	-26	20%
CCOC(=O)Cn1c(=O)n(C2CCCCC2)c2nc(-c3ccc(C(C)C)cc3)nc(C(N)=O)c21	·	-6%[60.1 µM]	-1%	1%	-6%	-1%	-3%	·	2%
O=C(CNc1ccc(Br)cc1)NNC1=NCCC1	1%	-16%	18%	-4%	-1%	-18%	-1%	-1	20%
CC(=O)Nc1c2c(nn1-c1ccccc1)CSC2	-3%	-1%	20%	0%	-11%	-10%	0%	9	12%
Cc1cc(O)c(C)c2sc(N)nc12	0%	-5%[60.1 µM]	·	·	-8%	·	0%	·	·
O=[N+]([O-])c1ccccc1CNCCO	41%[activator]	19%	·	-6%	·	-12%	·	·	20%
Cc1cc(Cl)ccc1NC(=O)NC1CCN(S(=O)(=O)c2ccc(F)cc2)CC1	12%	-4%	3%	-1%	7%	8%	-5%	-4	12%
COc1ccc(-c2coc3cc4oc(=O)cc(C)c4cc23)cc1F	11%	-7%	-20%	-5%	-6%	-24%	-3%	9	18%
O=C(COC(=O)CC(c1ccccc1)c1ccccc1)NCc1ccccc1	11%	-4%[60.1 µM]	39%	-2%	-14%	-8%	-1%	-4	?
CCN(C(=O)CSc1nc2ccccc2c(=O)n1C(C)COC)C1CCS(=O)(=O)C1 (stereo not drawn)	0%	-14%	?	3%	-3%	-16%	0%	6	54%[activator]
O=C(NC1(C(F)(F)F)NC(=O)N(c2ccc(F)cc2)C1=O)c1cccs1 (stereo not drawn)	-2%	-9%	1%	i	-1%	-22%	-1%	0	15%
O=C(N/N=C/c1ccncc1)/C(=C/c1ccccc1)NC(=O)c1ccccc1	-1%	0%	-9%	-1%	-9%	-17%	0%	-7	17%
CCCn1c2c(c(O)c(C(=O)Nc3ccccc3)c1=O)CCCC2	13%	-14%	42%	i	-6%	-15%	-3%	·	17%
Cc1ccc(Cl)c(OCC(=O)Nc2ccccc2C(=O)NC2CC2)c1	4%	15%	68%	-3%	-3%	-9%	-2%	-5	15%
O=S(=O)(c1ccccc1S(=O)(=O)N1CCCCC1)N1CCCCC1	-1%	-3%	26%	-7%	-15%	-11%	-2%	7	?
COCCNC(=O)c1onc(CSc2cccc(OC)c2)c1C(=O)O	-2%	4%	24%	0%	-7%	-15%	-1%	·	-11%
COc1ccccc1NC(=O)c1cc2c(C)nn(-c3ccccc3)c2s1	·	-19%	6%	i	80%[activator]	-8%	-15%	-12	5%
O=C(Nc1ccnc(-c2ccncc2)n1)C1CC1	2%	-3%	13%	i	-6%	2%	-3%	-8	52%[activator]
Cc1ccc2[nH]c(C)c(CC(=O)NCc3ccccc3)c2c1	32%	-8%	1%	i	-6%	-5%	-3%	5	-4%
O=C(NCc1cccnc1)c1ccc(NS(=O)(=O)c2ccccc2)cc1	20%	-5%	52%	-4%	-11%	-4%	-5%	2	14%
C=CCc1cc(Cl)ccc1OCCCNCCO	3%	-5%	18%	-5%	-6%	-11%	4%	-4	-18%
CC(C)CN1CCN(Cc2ccc3ncccc3c2)CC1CCO (stereo not drawn)	3%	3%	-1%	2%	-4%	-6%	-2%	-10	172%[activator]
CS(=O)(=O)Nc1ccc(C(=O)NCCSCc2c(F)cccc2Cl)cc1	-7%	-4%	-1%	5%	-11%	-20%	2%	-15	73%[activator]
COCCNC(=O)CSCc1c(F)cccc1Cl	-3%	-2%	0%	·	1%	0%	0%	10	-10%
COCCn1c(=NC(=O)CCS(=O)(=O)c2ccccc2)sc2c(OC)ccc(OC)c21	23%	-5%	4%	1%	-6%	-16%	2%	26	27%
FC(F)(F)C12CC(c3ccccc3)=NCCN1CCN2 (stereo not drawn)	20%	-5%	35%	-9%	-2%	-10%	3%	-5	-5%
C=CC[C@H](CC(=O)N(CCO)Cc1ccccc1)C(=O)N[C@H](COC(=O)[C@@H](CC=C)Cc1ccc(F)cc1)Cc1ccccc1	4%	-9%	·	0%	·	?	·	·	8%
Cc1ccc(Cc2cnc(NC(=O)c3ccco3)s2)cc1	-2%	-9%	3%	-2%	?	4%	-9%	-25	-12%
CN(CC(=O)Nc1ccc(F)cc1)C(=O)Cn1cnc2ccc(Cl)cc2c1=O	3%	-4%	·	-3%	·	-4%	·	-9	-3%
COc1ccc(/C=C2\C(=O)NC(=S)N2C(=O)c2ccc(C)cc2)cc1	-2%	?	20µM*	?	10%	16µM*	25µM*	-11	18µM*
Cc1cnc(C)c(N2CCC(C(=O)NC(C)c3cccs3)CC2)n1 (stereo not drawn)	1%	7%	7%	-2%	-8%	16%	-4%	-2	8%
COc1cccc(CNc2cc(CSc3ccc(Cl)cc3)nc(C)n2)c1	-4%	-10%	-13%	-8%	?	-21%	-8%	-33	-9%
CCC(=O)Nc1ccc(C(=O)CSc2nnc(-c3ccc(NS(C)(=O)=O)cc3)n2C)cc1OC	5%	-13%	11%	4%	-9%	-22%	-10%	0	20%

Of the compounds above, two have a nitro group on carbon:
SMILES	APE1 inh	Pol kappa inh	POLB inh	PGK inhibitor	Anesthetic bind	POLH inh	BLM inh	RXFP1 antag	Pol iota inh
O=C(COC(=O)/C=C/c1ccccc1[N+](=O)[O-])NC1CCS(=O)(=O)C1 (stereo not drawn)	0%	3%	16%	i	-8%	-5%	-4%	6	13%
O=[N+]([O-])c1ccccc1CNCCO	41%[activator]	19%	·	-6%	·	-12%	·	·	20%

Going on with the list.
SMILES	APE1 inh	Pol kappa inh	POLB inh	PGK inhibitor	Anesthetic bind	POLH inh	BLM inh	RXFP1 antag	Pol iota inh
COc1ccc2[nH]cc(S(=O)(=O)c3ccc(C(C)C)cc3)c(=O)c2c1	-5%	-4%	-7%	-6%	0%	20%	-12%	-2	5%
O=C(CCl)N=c1sccn1Cc1ccc(Cl)cc1Cl	-1%	-2%	0%	-1%	?	-14%	2%	-9	-20%
COc1cccc(N2CCN(C(=O)C3CCCN(c4ncnc5c4nc4n5CCCCC4)C3)CC2)c1 (stereo not drawn)	-15%	4%	9%	i	8%	-4%	-2%	-18	-10%
Cc1cc(NCc2ccccc2)nc(N2CCOCC2)n1	15%	-6%	26%	7%	-10%	-5%	0%	0	0%
COc1ccc(C(=O)NCC(c2ccco2)N2CCOCC2)cc1OC (stereo not drawn)	8%	1%	·	-2%	·	-19%	·	-19	2%
O=C(COC(=O)CNC(=O)C1CCCCC1)Nc1cc(C(F)(F)F)ccc1Cl	14%	10%	·	-2%	·	-12%	·	·	?
N=C(c1cccc([N+](=O)[O-])c1)N1CCCCC1	-1%	6%	6%	-8%	-5%	-6%	-2%	-14	-6%
Cc1nn(-c2ccccc2)c(=S)n1-c1ccccc1	0%	0%	-27%	-2%	-4%	-7%	0%	1	4%
Cc1cc(C(=O)COc2cccc([N+](=O)[O-])c2)c(C)n1C1CC1	-3%	-21%	·	3%	·	-2%	·	12	?
COc1ccc(NC(=O)CN(C)CC(=O)Nc2sc3c(c2C(N)=O)CCC3)cc1	24%	-4%	·	-3%	·	-11%	·	-16	?
Nc1nc(N)c(-c2cccc(C(F)(F)F)c2)c(Cc2cccc(C(F)(F)F)c2)n1	·	-28%	·	-7%	·	-20%	·	-93*	16%
Cc1nn(Cc2ccccc2)c(C)c1NC(=O)c1cccs1	-2%	-8%	-2%	i	-6%	-18%	1%	14	-14%
COCCNS(=O)(=O)c1ccc2c(c1)oc(=O)c1cc(S(=O)(=O)NCCOC)ccc12	-4%	·	3%	·	-1%	·	0%	·	·
Cc1ccccc1Nc1nc(CSc2nnnn2-c2ccccc2)cs1	-6%	-3%	1%	6%	?	-1%	-7%	-12	6%
CCn1c(C)c(C2=CCN(S(=O)(=O)c3ccc(C)cc3)CC2)c2ccccc21	6%	-17%	-1%	-1%	-8%	-20%	-6%	11	?
CCO[C@@H]1OC(C(=O)N2CCOCC2)=C[C@H](C2CCCCC2)[C@H]1CCCO	-7%	-5%	42%	-10%	-11%	-7%	-3%	·	1%
